# FEN1 inhibitor: qHTS Assay for the Inhibitors of Human Flap endonuclease 1 (FEN1); P39748; Potency, µM (series often up to 114 µM), without a hit: at the top dose activity change, negative = inhibition, most hits filed as inhibitors; actives 0.35% (n = 390,000); Recombinant FEN1 flap cleavage, fluorescence, 15 min; AID 588795, 2011; further: nearly all actives have a fitted effect of over 65% in size
# Target sequence (P39748 whole entry, looked up): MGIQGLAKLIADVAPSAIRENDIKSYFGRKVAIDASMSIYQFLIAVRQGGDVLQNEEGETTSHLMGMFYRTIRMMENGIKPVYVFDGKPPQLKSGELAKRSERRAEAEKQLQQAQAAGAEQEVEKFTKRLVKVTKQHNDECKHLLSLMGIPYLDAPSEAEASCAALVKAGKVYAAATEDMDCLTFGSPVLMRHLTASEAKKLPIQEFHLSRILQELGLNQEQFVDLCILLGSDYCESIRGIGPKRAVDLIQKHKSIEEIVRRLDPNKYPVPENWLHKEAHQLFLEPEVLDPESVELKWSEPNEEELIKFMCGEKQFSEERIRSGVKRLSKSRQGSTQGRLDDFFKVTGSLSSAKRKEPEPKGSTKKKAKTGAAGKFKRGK
#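 Compounds are tested as a concentration series against 10 nM FEN1; after a 15 min room-temperature preincubation, 50 nM substrate starts cleavage, with plate reads at 0 and 15 min. Normalized responses are fitted by a Hill equation.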
# N370S GC mod: qHTS Assay for Inhibitors and Activators of N370S glucocerebrosidase as a Potential Chaperone Treatment of Gaucher Disease; Lysosomal acid glucosylceramidase (Homo sapiens), P04062; Potency, µM (highest dose often 59.4 µM), without a hit: at the highest dose activity change, negative = inhibition, hits mostly inhibitors; N370S GC spleen homogenate, 4MU-glucoside fluorescence; actives 0.092% (n = 330,000);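 further: 0% = full enzyme activity and -100% = no enzyme basal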
# TDP1 inh: qHTS Assay for Inhibitors of Tyrosyl-DNA Phosphodiesterase (TDP1). recombinant TDP1, AlphaScreen DNA substrate cleavage. Potency, µM (highest dose often 130 µM), for inactives: top-dose activity change, negative = inhibition, hits mostly inhibitors. actives 0.28% (n = 350,000); further: nearly all actives have a fitted effect of over 40% in size
# Target sequence (Q9NUW8 whole entry, looked up): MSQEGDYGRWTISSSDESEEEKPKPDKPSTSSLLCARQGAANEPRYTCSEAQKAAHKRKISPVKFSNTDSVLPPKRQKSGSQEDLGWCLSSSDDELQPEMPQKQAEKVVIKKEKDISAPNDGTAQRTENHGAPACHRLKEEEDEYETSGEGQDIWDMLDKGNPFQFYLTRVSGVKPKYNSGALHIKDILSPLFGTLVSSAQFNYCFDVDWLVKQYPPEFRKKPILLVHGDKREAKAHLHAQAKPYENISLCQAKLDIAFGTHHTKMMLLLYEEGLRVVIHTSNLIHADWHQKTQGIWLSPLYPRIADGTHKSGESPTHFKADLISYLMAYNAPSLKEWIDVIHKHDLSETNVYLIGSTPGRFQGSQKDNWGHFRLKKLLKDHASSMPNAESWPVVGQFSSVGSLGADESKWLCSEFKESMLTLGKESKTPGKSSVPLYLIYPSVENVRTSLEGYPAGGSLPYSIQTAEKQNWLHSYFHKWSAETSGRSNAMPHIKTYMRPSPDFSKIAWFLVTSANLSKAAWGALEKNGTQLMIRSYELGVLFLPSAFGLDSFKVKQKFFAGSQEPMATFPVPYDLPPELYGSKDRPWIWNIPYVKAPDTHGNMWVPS
#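 Tdp1 1 nM final; 15 min RT w/ cpd; substrate 15 nM, 5 min; beads 10 ug/ml, 10 min; AlphaScreen read. Neg ctrl: no enzyme.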
# * = called active by the depositor; ? = inconclusive; / = not tested or not shown; [ ] = remark or other dose. The call rests on the fitted dose curve; in most records, active means well fitted curve in the direction sought with a large enough effect; inconclusive means small, poorly fitted or top-dose-only effect, or another doubt; inactive means no such curve, though single readings can be large; an effect the other way counts as inactive or inconclusive. Unless noted, on the % scale 0 is the no-effect control and ±100 the full control effect; potency means the concentration at half of the fitted maximal effect.
# Results follow in this order: FEN1 inhibitor | N370S GC mod | TDP1 inh
Cc1ccc(OCCC(=O)OCC(=O)C(C)(C)C)cc1
 : -3% | 8% | -10%
COc1ccc(CN2CCNC(=O)C2CC(=O)NCCC2=CCCCC2)cc1OC (stereo not drawn)
 : 15% | 2% | 5%
Cc1ccc(C(=O)Nc2nnc(C)s2)cc1
 : -3% | -12% | 2%
Cc1ccc(C)c(NC(=O)CCN2CCOCC2)c1
 : -1% | -2% | 0%
Cc1ccc2nc(N3CCN(c4ccc(F)cc4)CC3)c3nnnn3c2c1
 : -20% | / | -6%
Cc1cccc(N2CN=C3SCC(=O)N3C2)c1
 : 2% | 1% | 0%
COCCN(Cc1cccs1)S(=O)(=O)c1cc(-c2cc(C)no2)ccc1C
 : -1% | / | -5%
CC(NC(=O)CN1C(=O)NC2(CCCC2)C1=O)c1ccc(Cl)cc1Cl (stereo not drawn)
 : 2% | / | 0%
O=S(=O)(NCC(c1cccs1)S(=O)(=O)c1ccccc1)c1ccc(F)cc1 (stereo not drawn)
 : 17% | / | 5%
COc1ccc(CN2C(=O)CS(=O)CC2=O)cc1OC
 : -1% | -2% | 1%
CCCCn1c(N)c(N(CCOC)C(=O)COC(=O)CCOc2ccccc2)c(=O)[nH]c1=O
 : -3% | -1% | /
C=CCN(CC=C)C(=S)NC(=O)c1ccc(OC)cc1
 : -2% | 6% | 0%
NS(=O)(=O)c1ccc(NC(=S)NCc2cccs2)cc1
 : -9% | -2% | -2%
CCc1cccc(NC(=O)C2CCN(S(=O)(=O)c3ccc4c(c3)NC(=O)CO4)CC2)c1
 : -22% | 7% | 4%
O=C(Nc1ccccc1)c1ccc(Cn2cc(C(F)(F)F)ccc2=O)cc1
 : -14% | 15% | 0%
CCC1(C)Nc2ccccc2C(=O)N1O (stereo not drawn)
 : -4% | -8% | 5%
COc1ccc(NC(=O)CCN2C(=O)c3ccccc3C2=O)cc1
 : -4% | 0% | /
Cc1cccc(C(=O)OCC(=O)NC(C)C2CC3CCC2C3)c1O (stereo not drawn)
 : -13% | / | -4%
CN1CCC(=NNC(=O)C(=O)Nc2ccccc2)CC1
 : -14% | 3% | 2%
CC(C)=CCc1c(O)c(CC=C(C)C)c2c(c1O)C(=O)CC(c1ccc(O)cc1)O2 (stereo not drawn)
 : ? | ? | 1%
Cc1ccc(C)c(S(=O)(=O)N2CCN(C(=O)c3cc(S(=O)(=O)NCc4ccccc4)ccc3C)CC2)c1
 : -20% | -5% | 1%
O=C(O)CCCNC(=O)c1nn(Cc2ccccc2)c(=O)c2ccccc12
 : -3% | 2% | 0%
O=C(COc1ccc(F)cc1)Nc1cc(S(=O)(=O)N2CCCCC2)ccc1N1CCCCC1
 : -2% | ? | /
COc1ccccc1C(=O)n1nc(-c2ccco2)nc1N
 : -1% | 0% | -2%
COc1ccc(C(=O)Nc2cc(C)nn2-c2ccc(F)cc2)cc1
 : 8% | -2% | 4%
OCC1(Cc2ccccc2C(F)(F)F)CCN(Cc2ccccc2)CC1
 : 2% | ? | 5%
Cc1cccc(CSc2ncnc3c2cnn3Cc2ccccc2)c1
 : 1% | 5% | -6%
CC1CN(C(=O)COC(=O)c2ccc(O)cc2)CC(C)O1 (stereo not drawn)
 : 6% | -4% | -2%
CCOc1ccc(NC(=O)CN(Cc2ccccc2)S(=O)(=O)c2ccc3nc(C)sc3c2)cc1
 : 1% | / | 7%
CCNC(=O)COc1ccc(OCc2ccccc2)cc1
 : 4% | 4% | -4%
CC(C)/C=C/C(=O)N1CCCC(N2CCN(c3ccccc3F)CC2)C1 (stereo not drawn)
 : -4% | -6% | /
COc1ccc(S(=O)(=O)NCCc2sc(-c3cccnc3)nc2C)c(F)c1
 : -7% | / | 9%
O=C(Oc1coc(CSc2ncccn2)cc1=O)c1cccs1
 : -1% | 3% | -7%
Cc1cccc(-n2c(-c3ccncc3)n[nH]c2=S)c1C
 : 17% | 3% | 18µM*
Cc1cccc(OC(C)C(=O)N2CCc3ccccc3C2)c1 (stereo not drawn)
 : 33%[activator] | -2% | 2%
O=C(c1ccc(Br)cc1)N(Cc1ccco1)c1ccccn1
 : 1% | / | 5%
COc1ccccc1CNC(=O)c1ccc2c(c1)N(Cc1ccc(C)cc1)CCS2
 : 6% | / | 6%
COc1ccc(Cn2c(SCC(=O)N3CCN(c4ccc(F)cc4)CC3)nc3ccccc32)cc1
 : 0% | / | 2%
C[C@H](Nc1ccc(C(F)(F)F)cc1[N+](=O)[O-])C(=O)O
 : -2% | -3% | 0%
Cn1c(Cl)c(/C=N/OC(=O)c2ccccc2Cl)c2ccccc21
 : -10% | 16% | 6%

# A draw from above in order of molecular weight, high to low:
# Results follow in this order: FEN1 inhibitor | N370S GC mod | TDP1 inh
Cc1ccc(C)c(S(=O)(=O)N2CCN(C(=O)c3cc(S(=O)(=O)NCc4ccccc4)ccc3C)CC2)c1
 : -20% | -5% | 1%
CCOc1ccc(NC(=O)CN(Cc2ccccc2)S(=O)(=O)c2ccc3nc(C)sc3c2)cc1
 : 1% | / | 7%
COc1ccc(Cn2c(SCC(=O)N3CCN(c4ccc(F)cc4)CC3)nc3ccccc32)cc1
 : 0% | / | 2%
O=C(COc1ccc(F)cc1)Nc1cc(S(=O)(=O)N2CCCCC2)ccc1N1CCCCC1
 : -2% | ? | /
CCc1cccc(NC(=O)C2CCN(S(=O)(=O)c3ccc4c(c3)NC(=O)CO4)CC2)c1
 : -22% | 7% | 4%
COc1ccccc1CNC(=O)c1ccc2c(c1)N(Cc1ccc(C)cc1)CCS2
 : 6% | / | 6%
CC(C)=CCc1c(O)c(CC=C(C)C)c2c(c1O)C(=O)CC(c1ccc(O)cc1)O2 (stereo not drawn)
 : ? | ? | 1%
COc1ccc(S(=O)(=O)NCCc2sc(-c3cccnc3)nc2C)c(F)c1
 : -7% | / | 9%
O=C(Nc1ccccc1)c1ccc(Cn2cc(C(F)(F)F)ccc2=O)cc1
 : -14% | 15% | 0%
O=C(O)CCCNC(=O)c1nn(Cc2ccccc2)c(=O)c2ccccc12
 : -3% | 2% | 0%
OCC1(Cc2ccccc2C(F)(F)F)CCN(Cc2ccccc2)CC1
 : 2% | ? | 5%
CC(C)/C=C/C(=O)N1CCCC(N2CCN(c3ccccc3F)CC2)C1 (stereo not drawn)
 : -4% | -6% | /
O=C(c1ccc(Br)cc1)N(Cc1ccco1)c1ccccn1
 : 1% | / | 5%
Cn1c(Cl)c(/C=N/OC(=O)c2ccccc2Cl)c2ccccc21
 : -10% | 16% | 6%
O=C(Oc1coc(CSc2ncccn2)cc1=O)c1cccs1
 : -1% | 3% | -7%
Cc1cccc(C(=O)OCC(=O)NC(C)C2CC3CCC2C3)c1O (stereo not drawn)
 : -13% | / | -4%
NS(=O)(=O)c1ccc(NC(=S)NCc2cccs2)cc1
 : -9% | -2% | -2%
COc1ccc(NC(=O)CCN2C(=O)c3ccccc3C2=O)cc1
 : -4% | 0% | /
Cc1cccc(OC(C)C(=O)N2CCc3ccccc3C2)c1 (stereo not drawn)
 : 33%[activator] | -2% | 2%
CC1CN(C(=O)COC(=O)c2ccc(O)cc2)CC(C)O1 (stereo not drawn)
 : 6% | -4% | -2%
CCNC(=O)COc1ccc(OCc2ccccc2)cc1
 : 4% | 4% | -4%
Cc1cccc(-n2c(-c3ccncc3)n[nH]c2=S)c1C
 : 17% | 3% | 18µM*
C[C@H](Nc1ccc(C(F)(F)F)cc1[N+](=O)[O-])C(=O)O
 : -2% | -3% | 0%
CN1CCC(=NNC(=O)C(=O)Nc2ccccc2)CC1
 : -14% | 3% | 2%
CCC1(C)Nc2ccccc2C(=O)N1O (stereo not drawn)
 : -4% | -8% | 5%

# Going on with the list:
# Results follow in this order: FEN1 inhibitor | N370S GC mod | TDP1 inh
COc1ccc(OC)c(NC(=O)C2CCCN(S(=O)(=O)c3cccc4cccnc34)C2)c1 (stereo not drawn)
 : -20% | 10% | 6%
CCCCC/C=C\C=C\[C@@H](O)CCCCCCCC(=O)O
 : / | -8% | 6%
COCCCNc1cc(C)nc2ccccc12
 : -3% | -13% | -4%
CCOC(=O)c1c(C)[nH]c(CCC(=O)Nc2cc(C)cc(C)c2)c1C
 : 8% | / | 5%
COc1ccc(C)cc1NC(=O)Nc1cccc(C)c1
 : 1% | -5% | /
Cc1cc(Cl)c(S(=O)(=O)Nc2ccc3c(c2)OCCO3)cc1OCC(N)=O
 : -12% | 1% | -5%
CC1CCCN(S(=O)(=O)c2ccc(NC(=O)Cc3ccc(S(=O)(=O)N4CCOCC4)s3)cc2)C1 (stereo not drawn)
 : -1% | -19% | /
CCOC(=O)c1c(CN2CCCCC2)n(C)c2cc(Br)c(O)c(CN(C)C)c12
 : 5% | -9% | 6%
CCOC(=O)C1CCN(C(=O)NC23CC4CC(CC(C4)C2)C3)CC1
 : -7% | 13% | 0%
CCc1cc(-c2n[nH]c(=S)n2C(C)c2ccccc2)cs1 (stereo not drawn)
 : 1% | 5% | -1%
COc1ccc(-c2[nH]ncc2CN2CCC(C(=O)N3CCOCC3)CC2)c(F)c1
 : -4% | 6% | -3%
CCOc1ccc(N(C(=O)C2CCCO2)C2C=CS(=O)(=O)C2)cc1 (stereo not drawn)
 : -2% | -2% | 1%
Cc1onc(-c2ccccc2)c1C(=O)N/N=C(\N)COc1ccc(Cl)cc1
 : 11% | -8% | 11%
Cc1ccc(CNC(=O)CCC(=O)N2Cc3ccccc3Oc3ncccc32)cc1
 : 7% | / | 0%
Cc1nc2c(c(C)c1CCC(=O)Nc1cccc(C(F)(F)F)c1)c(=O)n(C)c(=O)n2C
 : -4% | / | 0%
COc1ccc(CC(=O)NNS(=O)(=O)c2ccccc2[N+](=O)[O-])cc1
 : -1% | -3% | /
COc1ccc(CNc2ncnc3c2nnn3C)cc1
 : 12% | / | 0%
CC(CN1CCCCC1)OC(=O)C1c2ccccc2Oc2ccccc21 (stereo not drawn)
 : 6% | -8% | 0%
Cc1nc2ccc(Br)cc2c2c1CC(CO)O2 (stereo not drawn)
 : -13% | -17% | /
CCN(c1ccccc1)S(=O)(=O)c1ccc(NCC2COc3ccccc3O2)nc1 (stereo not drawn)
 : -21% | 7% | -11%
COc1ccc2c(c1)[nH]c1c(=O)n(CCc3cnc[nH]3)cnc12
 : -1% | -2% | 0%
CCOc1ccc(CCNC(=O)CCNC(=O)c2ccc(Br)cc2)cc1OCC
 : 14% | ? | 1%
COc1ccc(-c2nc3n(c2C)Cc2ccccc2-3)cc1
 : 6% | 6% | 1%
CCOc1ccc(NC(=O)CN2CCN(CC(=O)Nc3ccc(F)cc3F)CC2)cc1
 : -2% | / | -1%
Cc1ccc(S(=O)(=O)c2c(CO)c(-c3ccccc3)nn2C)cc1
 : -11% | 3% | 8%
Cc1cccc(CSc2ccc(S(=O)(=O)N3CCCC3)cn2)c1
 : -20% | / | -13%
COc1ccc(C2C(C(=O)Nc3ccc(C)cc3C)=C(C)Nc3nc(SC)nn32)cc1OC (stereo not drawn)
 : -6% | / | 1%
COc1ccc(NC(=O)Cn2cc(C(C)=O)c3ccccc32)cc1
 : 8% | -2% | /
N#C/C(=C\c1ccc([N+](=O)[O-])cc1)C(=O)NCCCn1ccnc1
 : 1% | -5% | 8%
Cn1c(CN2CCCCC2)nc2cc(NS(=O)(=O)c3ccc(Cl)cc3)ccc21
 : 5% | -2% | 7%
CC(NC(=O)CSc1nnc(CC(=O)Nc2ccc(Cl)c(Cl)c2)n1C)c1ccccc1 (stereo not drawn)
 : -8% | -10% | -1%
CN(C)NC(=S)NC1CCS(=O)(=O)C1 (stereo not drawn)
 : 4% | 1% | 1%
Cc1cccc(C)c1OCc1nnc2c3cnn(C)c3ncn12
 : -3% | 8% | 1%
CCCn1nc(Oc2nc(NC(C)C)nc(N(C)C)n2)ccc1=O
 : -4% | -25% | 6%
Cc1cc(C)cc(OCC(=O)N2N=C(c3cccnc3)CC2(O)C(F)(F)F)c1 (stereo not drawn)
 : 5% | -9% | 3%
CCC1(C)Cc2c(sc(NC(=O)CCC(=O)O)c2C#N)CO1 (stereo not drawn)
 : -8% | -3% | 6%
COc1cccc(-n2c(=O)c3sc4ccccc4c3n(CC(=O)Nc3ccccc3C)c2=O)c1
 : 11% | / | 4%
CCOc1cc(S(=O)(=O)Nc2ccncc2)ccc1F
 : 5% | -12% | 6%

# Not a hit list; any-hit rate near 0.53%.
